F508del corr – F508del CFTR correction, initial screen, CFBE line, single point. activity (quench increase), % at 7.58 µM. actives 0.36% (n = 350,000). CFBE cells, YFP halide quenching; stimulated with forskolin plus potentiator P3; % fluorescence drop versus neutral controls;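 active = mean added fluorescence quench of at least 8% versus neutral control, with both replicates also reaching 8%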;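 also: cells transiently co-express mutant CFTR-F508del with the halide-sensitive YFP; corrector assay measuring rescue of mutant channel to the surface after 24 h compound exposure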
RAD52 inh – RAD52 DNA annealing inhibitors, primary screen, biochemical, FRET, single point, set 2; DNA repair protein RAD52 homolog (Homo sapiens), P43351; recombinant RAD52 DNA annealing, FRET fluorescence; inhibition, % at 18.7 µM; actives 0.46% (n = 360,000); AID 651710, 2012;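 active = every replicate showing at least 50% inhibition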
RAD54 inh – inhibitors of human RAD54 branch migration, primary screen, biochemical, fluorescence, single point | DNA repair and recombination protein RAD54-like (Homo sapiens), Q92698 | RAD54 Holliday junction branch migration, FAM/BHQ fluorescence | inhibition, % at 10.4 µM | actives 0.14% (n = 360,000) | AID 602329, 2012;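 active = mean normalized replicate activity at least 40 and at least half of replicates scoring 40 or more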;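 also: 0% = median of neutral control wells and 100% = median of positive control wells; inhibitors cause a drop in the FAM fluorescence signal; in these data hits start at about 50%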
Target sequence (Q92698 whole entry, looked up): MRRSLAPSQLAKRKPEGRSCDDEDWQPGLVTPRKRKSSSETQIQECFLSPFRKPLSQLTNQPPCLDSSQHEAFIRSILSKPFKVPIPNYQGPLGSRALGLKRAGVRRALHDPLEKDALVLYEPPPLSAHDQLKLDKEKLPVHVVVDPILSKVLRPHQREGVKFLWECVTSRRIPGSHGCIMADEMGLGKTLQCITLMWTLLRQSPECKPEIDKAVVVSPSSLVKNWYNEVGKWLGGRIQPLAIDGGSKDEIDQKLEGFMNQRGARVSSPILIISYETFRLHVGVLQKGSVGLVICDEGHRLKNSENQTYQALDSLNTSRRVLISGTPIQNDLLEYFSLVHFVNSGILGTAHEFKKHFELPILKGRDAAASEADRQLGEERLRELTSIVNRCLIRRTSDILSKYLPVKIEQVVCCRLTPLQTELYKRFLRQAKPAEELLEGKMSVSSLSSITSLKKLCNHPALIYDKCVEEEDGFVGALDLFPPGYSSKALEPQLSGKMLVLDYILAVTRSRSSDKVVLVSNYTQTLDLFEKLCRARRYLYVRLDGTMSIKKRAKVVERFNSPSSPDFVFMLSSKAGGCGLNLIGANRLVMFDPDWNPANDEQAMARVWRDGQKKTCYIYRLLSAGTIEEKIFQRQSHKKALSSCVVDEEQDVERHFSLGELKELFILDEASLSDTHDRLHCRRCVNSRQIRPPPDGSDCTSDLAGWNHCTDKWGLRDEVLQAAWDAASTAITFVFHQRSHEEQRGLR
XiGFP reactiv – activators of inactive X chromosome reactivation, primary screen, imaging, XiGFP fibroblasts, GFP high-content imaging, set 2; XiGFP mouse fibroblasts, % GFP-positive cells imaging, 3 d; cells co-treated with 5-aza-dC sensitizer; scaled so ellipticine positive control = 100%; activation, % at 7.58 µM; actives 0.055% (n = 360,000); AID 743238, 2013;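 active = mean normalized replicate activation at least 10% and every replicate at or above 10%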;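 also: 0% = median of on-plate neutral control wells and 100% = ellipticine 6 µM median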
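Assay system: SV40-immortalized XiGFP fibroblast cells, line 68-5-11; buffer or medium: DMEM plus 5-aza-dC sensitizer; compound: one concentration, pinned; timing: compounds 3 days, fix/stain 15 min at room temperature; benchmarks: positive control ellipticine, 6 µM final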
ERAP1 HTS inh – human ERAP1 aminopeptidase inhibitors, primary screen, biochemical, single point, plate reader | recombinant ERAP1, Leu-AMC fluorescence, 60 min | actives 0.15% (n = 340,000) | inhibition, % at 10.7 µM | Endoplasmic reticulum aminopeptidase 1 (Homo sapiens), Q9NZ08;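 active = mean replicate inhibition of at least 30%, or all replicates individually reaching that 30% level; inactive = mean below 30% and not every replicate reaching it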;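 also: 0% = neutral control wells and 100% = L-leucinethiol positive control wells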
ARNT TACC3 PPI – disruptors of ARNT/TACC3 protein interaction, primary screen, biochemical, AlphaScreen, single concentration; inhibition, % at 9.99 µM; AlphaScreen His-ARNT PAS-B/GST-TACC3 binding, luminescence; TACC3 fragment carries E629A point mutation; AID 623870, 2012; actives 0.66% (n = 390,000);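 active = mean inhibition of replicates at least 50% and at least half of replicates each reaching 50%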;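 also: 0% = complete ARNT plus TACC3 wells and 100% = ARNT alone without TACC3; many hits fall short of the cut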
esBAF inh – Bmi1 luciferase reporter increase in mESCs, primary screen, esBAF inhibitor project, mouse ES cells, Bmi1 luciferase knock-in, single point | reporter increase, % at 12.5 µM | actives 2% (n = 350,000) | 24 h; 100% = twice the neutral-well signal; in the data active = activation above about 40%;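 also: 0% = median of the plate's neutral control wells and 100% = double that signal; a rise in the Bmi1 reporter signal indicates esBAF inhibition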
GSIS activator – GLuc luminescence reporter in INS-1E cells, primary screen for activators of glucose-dependent secretion of insulin; actives 0.61% (n = 370,000); activation, % at 16.6 µM; INS-1E GLuc reporter insulin secretion, 2-3 h;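 active = lowest replicate activation of at least 40%, so every replicate reaches that level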;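 also: 0% = median of neutral control wells and 100% = median of IBMX positive control wells; some compounds called inactive have numbers as strong as hits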
Active calls of the source: *; nt = not tested or not shown; & = joins results of further samples.

Order of results – F508del corr, RAD52 inh, RAD54 inh, XiGFP reactiv, ERAP1 HTS inh, ARNT TACC3 PPI, esBAF inh, GSIS activator
O=C(O)C(SC(C(=O)O)c1ccccc1)c1ccccc1 (configuration not stated)
 : 2.2, -9, nt, 0.0, 2, 1, nt, nt
O=C(Cn1cc2c(n1)CCCCC2)Nc1ccccc1Cl
 : 0.2, -9, nt, -0.1, 0, 0, nt, -2
COc1ccccc1-n1c(CCn2nc(C)c(Br)c2C)n[nH]c1=S
 : nt, -13, nt, 0.1, -1, -5, nt, -7
N#Cc1cccc(-c2ccc([C@H]3[C@H]4CN(S(=O)(=O)c5ccccc5)CCCCN4[C@H]3CO)cc2)c1
 : 4.3, 1, 15, 0.0, -2, 4, 5, -2
Cc1ccc(S(=O)(=O)N2CCN(C(=O)c3cc4c(s3)CCCC4)CC2)c(C)c1
 : -2.3, -6, -15, 0.0, -4, -3, 3, nt
CC(=O)Oc1ccc(-c2csc(Nc3ccc(Cl)cn3)n2)cc1
 : -0.7, -7, 2, 0.3, 1, -4, 59*, 1
COc1cc(-c2coc3c(C(=O)NCc4ccc(OC)c(OC)c4)cccc23)ccc1O
 : 3.6, -6, -8, -0.1, 1, nt, -21, -19
CC(=O)Nc1cc2c(cc1Cl)-c1ccccc1C2
 : 0.5, 0, 10, 0.0, -2, -6, 52*, 8
CC(C)CC1NC(=O)N(Cc2nc3ccccc3s2)C1=O (configuration not stated)
 : 0.4, -10, -13, -0.1, 3, -5, 0, nt
O=C(CN1c2ccccc2Sc2ccccc21)N/N=C/c1ccc(Cl)cc1
 : -0.5, -12, 4, 0.2, nt, -1, nt, 0
C[C@H](CO)N1C[C@H](C)[C@H](CN(C)C(=O)Nc2ccccc2)OCCCC[C@H](C)Oc2ccc(NC(=O)Nc3cccc4ccccc34)cc2C1=O
 : -2.4, -3, -3, 0.1, 1, -3, 6, 13
COc1cc2[nH]c(-c3cccc(F)c3)cc(=O)c2cc1OC
 : 1.6, -10, 8, 0.1, 2, -37, -6, 7
C[C@@H]1CCCCO[C@H](CN(C)Cc2ccc(C(F)(F)F)cc2)[C@H](C)CN([C@@H](C)CO)C(=O)c2cc(NC(=O)Nc3ccc(F)cc3)ccc2O1
 : -2.6, -12, 2, -0.1, 0, 5, -5, 11
COc1cccc(S(=O)(=O)Nc2ccc3c(c2)C(=O)N(C)[C@@H]2CC[C@H](CC(=O)O)O[C@H]2CO3)c1
 : 1.8, nt, -7, 0.1, nt, 0, -5, 1
O=C(Nc1cccc2ncccc12)c1cc(Br)ccc1Cl
 : -1.1, -4, -14, 0.1, -2, -10, -1, 12
COc1ncnc2c1ncn2CCCN1CCN(C(=O)C2CC2)CC1
 : 3.4, -7, 1, 0.1, 1, nt, -8, -5
Cc1ccc(-c2ccc(/C=C3\SC(N4CCOCC4)=NC3=O)o2)cc1
 : -6.0, -73, nt, 0.0, 1, nt, nt, -8
O=C(CC1CC1)N1CC2(C1)[C@@H](c1ccccc1)[C@@H](CO)N2S(=O)(=O)Cc1ccccc1
 : -2.5, 11, nt, 0.0, 1, nt, nt, 8
O=C(NCc1cccc(F)c1)c1cccc2c1C(=O)c1ccc(N3CCOCC3)cc1S2(=O)=O
 : -1.5, -33, 0, -0.3, -1, -1, 14, -8
COc1ccc(Cc2c(-c3ccc(F)cc3)nc3c4ccccc4ccn23)c(C)c1
 : 1.0, -155, -7, 0.0, nt, nt, 1, nt
Cc1cc(N2CCN(C(=O)c3[nH]c(C(F)(F)F)nc3-c3ccccc3)CC2)c2ccccc2n1
 : 3.2, 8, 23, -0.1, -1, nt, -36, 25
O=C(Cc1ccccc1[N+](=O)[O-])OCN1C(=O)c2ccccc2C1=O
 : 1.4, -6, 2, 0.0, 0, 1, 4, 4
C[C@@H]1CN([C@@H](C)CO)C(=O)c2cc(NC(=O)Nc3ccccc3)ccc2O[C@@H]1CN(C)C
 : 0.5, -5, 3, 0.4, -1, 9, 4, 12
Cc1noc(C)c1S(=O)(=O)Nc1ccc2c(c1)C(=O)N([C@@H](C)CO)C[C@H](C)[C@H](CN(C)C(=O)NC1CCCCC1)O2
 : 0.9, 9, 8, 0.3, 6, nt, -2, -7
O=c1c2c(ncn2C2CCCC2)n(Cc2ccccc2)c(=O)n1CCOc1ccc(Br)cc1
 : nt, nt, nt, 0.2, nt, -6, -5, -5
COc1ccc(CN(C)C[C@H]2OCCCC[C@@H](C)Oc3ccc(NC(=O)CCCCCC(=O)Nc4ccccc4N)cc3C(=O)N([C@H](C)CO)C[C@@H]2C)cc1
 : -1.2, 12, nt, -0.1, 7, nt, nt, -7
S=C(NCC1CCCO1)Nc1ccc(Cl)cc1Cl (configuration not stated)
 : nt, nt, -6, 0.0, nt, nt, 49*, 5
N#C[C@@H]1[C@H](c2ccc(-c3cccnc3)cc2)[C@H](CO)N1C(=O)C1CCOCC1
 : -3.4, -22, 9, 0.0, 1, -4, 2, -15
CCN(CC)S(=O)(=O)c1cccc(N=Nc2c(O)c3ccccc3oc2=O)c1
 : -6.0, -47, -3, 0.5, nt, -5, 7, 2
COCC(=O)N1[C@@H]2CN(C(=O)Nc3cc(F)ccc3F)c3ccccc3[C@@H]2[C@@H]1CO
 : 0.2, -3, 6, 0.3, -3, 6, -1, 7
O=S(=O)(c1ccccc1)N1CC2(C1)[C@@H](c1ccccc1)[C@@H](CO)N2CC1CCCC1
 : -4.7, 18, nt, -0.1, 1, nt, nt, 14
O=C(CCc1ccc(S(=O)(=O)NCCc2ccccc2)cc1)Nc1ccc2c(c1)OCO2
 : -1.7, -15, 15, nt, -2, -3, 2, nt
COc1ccc(CNC(=O)C(C)Sc2nc3ccccc3c(=O)n2CCCN2CCOCC2)cc1 (configuration not stated)
 : -3.8, -2, nt, 0.0, 1, -6, nt, 13
N#Cc1nc(-c2ccccc2)oc1N1CCN(C(=O)c2ccco2)CC1
 : -1.6, -12, 4, 0.0, 0, 11, nt, 16
COc1ccc(/C=C(/NC(=O)c2ccccc2Cl)C(=O)NCCCC(=O)O)cc1
 : -0.9, 1, nt, -0.1, -3, nt, nt, 12
CCOC(=O)c1cc(-c2ccccc2)sc1NC(=O)C(C)Sc1nnc(N)s1 (configuration not stated)
 : nt, nt, -12, -0.1, nt, -2, 2, -13
CC(C)NS(=O)(=O)c1ccc(NC(=O)C(C)OC(=O)CCC2CCCCC2)cc1 (configuration not stated)
 : -2.4, -10, 7, 0.0, -5, -1, -5, 1
CN1C(=O)c2cc(NC(=O)C3CCOCC3)ccc2OC[C@H]2O[C@H](CC(=O)NCc3ccccc3F)CC[C@H]21
 : 1.1, 4, -18, 0.0, 1, -3, -1, 1
Cc1ccc(S(=O)(=O)N(C)C[C@H]2OCCCC[C@@H](C)Oc3ccc(NC(=O)Nc4c(C)noc4C)cc3C(=O)N([C@@H](C)CO)C[C@@H]2C)cc1
 : 1.2, -21, 0, -0.1, 10, 2, 4, -1
CCC(C)/C(C)=N/NC(=O)CNS(=O)(=O)c1ccc([N+](=O)[O-])cc1 (configuration not stated)
 : -1.1, -5, nt, 0.0, 2, 1, 0, -13
COc1ccc(C(=O)OC/C(O)=C(\C#N)c2nc3ccccc3[nH]2)cc1S(=O)(=O)N1CCOCC1
 : nt, nt, -5, 0.2, nt, 14, nt, -1
COC(=O)C1=C(CSc2nccn2C)NC(=O)NC1c1cc(C)ccc1C (configuration not stated)
 : -1.2, -4, 5, nt, 2, -25, -6, 18
CCCC1C2C(=O)N(c3cccc(C)c3)C(=O)C2ON1c1ccccc1 (configuration not stated)
 : 1.2, -12, 1, 0.3, 6, 3, nt, -14
CSc1nccn1CC(=O)Nc1ccc(F)cc1
 : nt, nt, 3, nt, nt, -6, 7, 8
CC(O)C(=O)N/N=C/c1ccccc1C(=O)O (configuration not stated)
 : 0.9, -10, 2, 0.0, 1, -15, -6, 7
O=C(Nc1ccc(Cl)cc1)ON=C1CCCC1
 : -1.0, -5, -3, 0.0, -1, nt, -7, nt
COc1cc(OC)cc(C(=O)N2CCN(Cc3ccccc3Br)CC2)c1
 : -2.5, -2, nt, 0.0, 1, -6, nt, -23
COC(c1ccccc1)c1nnc(CCC(=O)N2CCN(Cc3cccs3)CC2)o1 (configuration not stated)
 : -0.1, 3, nt, -0.1, 3, -2, nt, -4
CCO[C@@H]1OC(C(=O)NC2CC2)=C[C@H](C2CCCCC2)[C@H]1CCCO
 : 4.4, nt, -4, 0.3, nt, -2, 1, -12
CCC(CO)NCc1ccc(Br)cc1 (configuration not stated)
 : -2.4, -9, 7, 0.4, -7, nt, -2, 2
COc1ccc(CN(C)C[C@H]2OCCCC[C@@H](C)Oc3ccc(NS(=O)(=O)c4ccc(OC)cc4)cc3C(=O)N([C@H](C)CO)C[C@H]2C)cc1
 : 2.0, -25, nt, 0.0, 1, nt, nt, -15
O=C(Nc1ccc(F)cc1)N[C@@H]1CC[C@H](CCNC(=O)c2cc(Cl)cc(Cl)c2)O[C@@H]1CO
 : 1.9, -6, -6, 0.9, 3, 1, -7, -27
CC(=O)Nc1ccc(NC(=O)Cn2ccc([N+](=O)[O-])n2)cc1
 : 1.0, -12, nt, nt, nt, 3, nt, 30
CCOC(=O)C1(CCOc2ccccc2)CCN(Cc2ccc(O)c(OCC)c2)CC1
 : 2.7, -13, 2, 0.0, 2, 9, -11, nt
Cc1cc(C)c(C#N)c(Nc2ccccc2F)n1
 : 0.0, 2, -2, 0.0, -1, -1, 6, -2
C[C@H](CO)N1C[C@H](C)[C@H](CN(C)C(=O)c2cccnc2)Oc2ncc(C#CCN(C)C)cc2C1=O
 : -3.3, -9, 8, 0.0, -1, -7, -1, 8
COc1ccc(C(=O)NCC(=O)OCC(=O)NCc2cccs2)cc1
 : 0.0, 7, nt, 0.0, -2, -2, nt, -1
Cn1cccc1C1C=C(c2ccc(C(C)(C)C)cc2)Nc2ncnn21 (configuration not stated)
 : -2.2, -27, 0, -0.3, 4, 10, -27, -28
O=C(Cn1nc(CNc2ccc(Br)cc2)[n+]2c1CCCCC2)c1ccc([N+](=O)[O-])cc1
 : -1.7, 35, 8, 0.0, 2, nt, 0, nt
C[C@@H]1CN([C@H](C)CO)C(=O)CCCn2cc(nn2)CO[C@H]1CN(C)S(=O)(=O)c1ccc(-n2cccn2)cc1
 : -2.0, -15, -7, 0.4, -3, nt, 1, 6&0

(listing goes on)
Order of results – F508del corr, RAD52 inh, RAD54 inh, XiGFP reactiv, ERAP1 HTS inh, ARNT TACC3 PPI, esBAF inh, GSIS activator
O=C(CN1C(=O)CCC1=O)Nc1nc(-c2ccc(Cl)s2)cs1
 : 0.1, 7, nt, 0.0, 1, -4, nt, 8
CCCC#Cc1cnc2c(c1)C(=O)N([C@H](C)CO)C[C@@H](C)[C@@H](CN(C)Cc1ccc(C(=O)O)cc1)O2
 : -2.1, 4, 4, -0.4, 0, -10, 4, -3
O=C(c1cccc(F)c1)N1CCCCN2[C@@H](CO)[C@H](c3ccc(-c4ccc(F)cc4)cc3)[C@@H]2C1
 : 0.6, 42, 2, nt, -2, 8, nt, nt
COc1ccc(-c2cc(-c3cc(C)ccc3O)[nH]n2)cc1
 : -2.6, -6, nt, 0.0, -3, -7, nt, -12
CCOc1ccc(NC(=O)C2CC(=O)N(CCc3ccccc3)C2)cc1OC (configuration not stated)
 : -0.1, 2, -3, 0.0, -3, -1, -5, -1

Bioassay records as filed in PubChem.
